NR2E3 ag-1: agonists of human NR2E3 nuclear receptor; Q9Y5X4; CHO-S Gal4-NCOR/VP16-NR2E3 two-hybrid, luciferase; inhibition of corepressor binding, % at 3.98 µM; 360,000 compounds, 0.35% hits; AID 602229;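 active = inhibition above the mean of all tested compounds plus 3 SD, cut at about 70% in these data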;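 also: 0% = DMSO with NR2E3 transfected cells and 100% = cells lacking NR2E3 construct; higher means lower luciferase signal from less NR2E3 corepressor binding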
Target sequence (Q9Y5X4 whole entry, looked up, the tested form may be a part): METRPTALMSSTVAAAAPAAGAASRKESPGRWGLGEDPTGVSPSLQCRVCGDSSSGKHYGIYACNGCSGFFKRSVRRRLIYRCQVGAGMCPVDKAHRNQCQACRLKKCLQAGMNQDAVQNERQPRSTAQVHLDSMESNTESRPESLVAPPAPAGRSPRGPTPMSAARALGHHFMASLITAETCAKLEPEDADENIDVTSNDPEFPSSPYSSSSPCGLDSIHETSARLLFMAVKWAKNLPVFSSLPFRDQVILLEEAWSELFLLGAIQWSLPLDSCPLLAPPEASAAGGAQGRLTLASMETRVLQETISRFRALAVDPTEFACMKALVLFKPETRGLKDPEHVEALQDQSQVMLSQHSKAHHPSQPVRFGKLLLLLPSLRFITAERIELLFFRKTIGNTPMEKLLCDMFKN
HIF-2a block: HIF-2a inhibition. 786-0 RCC cells HIF-2a reporter, luciferase luminescence, overnight. inhibition, % at 18.8 µM. 360,000 compounds, 0.72% hits. AID 624352;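 active = inhibition of the luminescence signal of 40% or more relative to plate controls, in a single-dose primary screen at 18.75 µM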
KKLEB cytotox: reduces viability of KKLEB cystic fibrosis airway cells | activity change (cytotoxicity), % at 5 µM | 360,000 compounds, 0.36% hits | KKLEB CF airway cells viability, ATPlite luminescence, overnight; active compounds read low; cells stimulated with P. aeruginosa culture filtrate | AID 602141;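 active = corrected activity change at or below -50% at 5 µM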
CF NFkB inh: blocks PAF-induced NF-kB reporter in cystic fibrosis cells; KKLEB NF-kB-GFP reporter, GFP fluorescence overnight; inhibition, % at 5 µM; 360,000 compounds, 0.86% hits;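 active = at least 50% inhibition at 5 µM, scaled per plate between neutral and stimulator controls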;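 also: PAF is a Pseudomonas aeruginosa culture filtrate used as stimulus; plate controls were PAF-stimulated DMSO wells for no effect and unstimulated DMSO wells for full effect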
NR2E3 ag-2: activates human photoreceptor nuclear receptor NR2E3; GST-NR2E3/biotin-RetCOR TR-FRET, 1536-well; inhibition of corepressor binding, % at 4.78 µM; 320,000 compounds, 0.12% hits; AID 2300;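 active = percent inhibition above the cutoff of mean plus 3 SD of all tested compounds, set per screening campaign, cut at about 20% in these data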;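 also: 0% = DMSO wells and 100% = biotin wells as full block of FRET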
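Test system – NR2E3–RetCOR corepressor complex · Quantity – NR2E3 fusion 1.35 nM · Buffer or medium – Tris pH 7.5 · Incubation – Compound–protein incubation for 5 h at 4 °C · Technique – TR-FRET, Eu(K)-anti-GST donor, streptavidin-D2 acceptor, ex 340, em 617/671 nm · Evaluation – percent inhibition of 671/617 nm emission ratio versus biotin and DMSO controls · Plate – 1536-well format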
hiPSC survival: enhancers of human iPSC single-cell survival; hiPSC single-cell survival, ATPlite luminescence; 100% = ROCK inhibitor wells, 0% = DMSO; 360,000 compounds, 0.044% hits; survival enhancement, % at 20 µM; in the data active = survival enhancement above about 18%;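 also: cells exposed to compounds for 16 hours before the ATP read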
TRPM1 prom inh: MITF TRPM1 promoter inhibition in SK-MEL-5 cells; SK-MEL-5 TRPM1 promoter luciferase, 24 h; inhibition, % at 12.5 µM; 330,000 compounds, 0.83% hits;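 active = mean inhibition across replicates of 60% or more, whatever share of single replicates reaches that level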; also: values of inactives mirror those of a sister screen read the other way
LMP1 NFkB inh: Epstein-Barr LMP1 NF-kappaB reporter inhibition; LMP1-induced NF-kappaB luciferase reporter cells, luminescence; inhibition, % at 12.5 µM; 350,000 compounds, 0.69% hits; AID 504558; in the data active = inhibition above about 41%;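 also: 0% = neutral control wells and 100% = reference inhibitor control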
Shn3 inh set2: reduces Shn3 3'UTR luciferase signal in osteoblasts; inhibition, % at 12.5 µM; 360,000 compounds, 0.52% hits; Clone20 osteoblast Shn3 3'UTR firefly luciferase, 24 h;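 active = mean inhibition of at least 75% with every replicate also reaching 75%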;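 also: 0% = median of neutral control wells and 100% = pilot-screen positive control compound; some compounds past the cut are filed as inactive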
Peg3 promoter: reduces Peg3 promoter-driven luciferase expression in HeLa | HeLa PEG-Prom luciferase reporter, luminescence, overnight | inhibition, % at 20 µM | 360,000 compounds, 1.7% hits;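 active = inhibition of at least 50% at 20 µM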
TRAIL sens C8: caspase-8 TRAIL sensitization. NB7+C8 cells + TRAIL, ATPlite viability luminescence. inhibition (viability loss, TRAIL sensitization), % at 10 µM. 360,000 compounds, 1% hits;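 active = compounds causing at least 50% loss of cell viability in the single-dose screen, relative to plate controls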
The depositor's hits bear a star; . = not tested or not shown. Not all compounds are listed; the hit share may differ from the screen's.

Every second line gives: NR2E3 ag-1	HIF-2a block	KKLEB cytotox	CF NFkB inh	NR2E3 ag-2	hiPSC survival	TRPM1 prom inh	LMP1 NFkB inh	Shn3 inh set2	Peg3 promoter	TRAIL sens C8
Cc1ccc(C)c(OCC(=O)Nc2ccc(S(=O)(=O)Nc3ccccn3)cc2)c1C
 : 9	37	4	4	-3	6.2	17	8	-7	39	6
N#Cc1ccc(NC(=O)CNc2cc(S(=O)(=O)N3CCOCC3)ccc2NCC2CCCO2)cc1 (centres undefined)
 : -24	13	0	-10	3	-0.6	4	-1	-6	9	-5
O=C(CSc1nnc(CNC(=O)c2ccco2)o1)Nc1cccc(F)c1
 : 4	6	3	-22	1	0.2	12	8	3	-2	11
C=CCN1C(=O)C(Cc2ccc(C)cc2)S/C1=N/N=C/c1ccco1 (centres undefined)
 : 19	-19	12	-10	0	-1.2	2	-8	-9	14	-11
Cc1noc(C)c1-c1ccc(C(=O)NCc2ccccc2)c2occc12
 : -9	-273	-2	-102	.	7.3	.	.	-14	-136	19
O=C1OCC(c2ccccc2)=C1c1ccc(S(=O)(=O)N2CCOCC2)s1
 : -7	5	0	12	4	-3.4	9	-2	6	6	-5
COc1ccc(C(=O)N[C@H]2CCCCNC2=O)cc1OC1CCN(C(C)C)CC1
 : 3	7	3	8	-1	0.0	-7	-5	-14	-8	-2
NC(=O)c1nsc(C(=O)N(Cc2ccco2)C(C(=O)NCC2CCCO2)c2ccc(O)cc2)c1N (centres undefined)
 : -16	10	5	1	3	-0.4	9	-5	-6	20	2
COc1cc2nc(Cl)nc(N3CCCCC3)c2cc1OC
 : 23	34	21	-18	1	-2.1	-7	0	-12	18	-9
N#Cc1nc(-c2ccco2)oc1NCCCN1CCOCC1
 : -3	12	5	6	1	4.9	4	-4	6	7	-6
Cc1ccccc1OCC(=O)N/N=C1\CC(=O)CC(C)(C)C1
 : -14	5	8	-8	0	1.3	2	9	5	17	-5
Cc1ccc(S(=O)(=O)Nc2ccncc2)c(C)c1N(C)S(=O)(=O)c1ccc(F)cc1
 : 7	24	-7	6	2	0.1	6	4	-25	10	2
COc1ccc(CCN2CC(C(=O)NCc3cc(C(C)C)no3)CCC2=O)cc1 (centres undefined)
 : -2	-22	10	-12	.	-0.3	-8	-3	-4	-6	-2
Cc1ccc(S(=O)(=O)NCC(=O)OCC(=O)Nc2ccccc2OC(F)F)cc1
 : -15	25	7	-1	-2	0.1	6	7	-20	-1	-7
COc1ccc(C(=O)NCC(=O)OCC(=O)NCc2ccc3c(c2)OCO3)cc1
 : 12	9	12	-15	.	0.3	7	-13	9	2	-12
CCO[C@H]1OC(C(=O)N2CCN(C)CC2)=C[C@@H](c2ccc3c(c2)OCO3)[C@@H]1CCCO
 : 16	10	2	9	0	2.4	9	2	-15	6	-28
CCN(CC)S(=O)(=O)c1cccc(-c2nnc(SCCOc3ccccc3)o2)c1
 : 2	4	-8	4	1	-2.2	-20	9	18	13	8
Cc1ccc(N(CC(=O)NCCc2ccccc2)C(=O)c2csnn2)cc1
 : -34	-30	-3	9	-3	-0.7	9	-11	-20	-19	2
N#C/C(=C\c1ccc(OCCN2CCOCC2)cc1)C(=O)Nc1ccccc1F
 : -2	-24	8	10	3	-0.3	-11	6	-13	-16	-9
CC(C)NC(=O)COc1ccc(S(=O)(=O)N(C)Cc2ccccc2)cc1
 : 1	22	4	-3	10	0.4	6	-9	-9	11	-46

Single records, from the list above. Screens in order: NR2E3 ag-1 | HIF-2a block | KKLEB cytotox | CF NFkB inh | NR2E3 ag-2 | hiPSC survival | TRPM1 prom inh | LMP1 NFkB inh | Shn3 inh set2 | Peg3 promoter | TRAIL sens C8
COc1ccc(CCN2CC(C(=O)NCc3cc(C(C)C)no3)CCC2=O)cc1 (centres undefined) in the list: -2 | -22 | 10 | -12 | . | -0.3 | -8 | -3 | -4 | -6 | -2
N#C/C(=C\c1ccc(OCCN2CCOCC2)cc1)C(=O)Nc1ccccc1F in the list: -2 | -24 | 8 | 10 | 3 | -0.3 | -11 | 6 | -13 | -16 | -9
Cc1ccc(N(CC(=O)NCCc2ccccc2)C(=O)c2csnn2)cc1 in the list: -34 | -30 | -3 | 9 | -3 | -0.7 | 9 | -11 | -20 | -19 | 2

Continued.
Every second line gives: NR2E3 ag-1	HIF-2a block	KKLEB cytotox	CF NFkB inh	NR2E3 ag-2	hiPSC survival	TRPM1 prom inh	LMP1 NFkB inh	Shn3 inh set2	Peg3 promoter	TRAIL sens C8
CCOC(=O)NC(=O)c1cn(CCNCCO)c(=O)[nH]c1=O
 : 8	10	-3	-4	10	0.2	-6	2	16	6	3
CC(C)(C)c1nc2ccccc2c2nnc(SCC(=O)Nc3nccs3)n12
 : -8	-4	-39	33	1	0.5	21	8	-10	29	19
O=C(CCc1ccccc1)Nc1ccc2c(c1)C(=O)OC2
 : -36	-32	-7	7	1	0.5	-21	-5	-16	-29	8
CC(=O)N/C(=C\c1ccccc1)C(=O)OC(C)C(=O)N(C)c1ccccc1 (centres undefined)
 : -3	-3	2	-21	-2	0.3	5	2	-13	11	-13
COc1ccccc1C(=O)NC(=O)COC(=O)CCOc1ccccc1C
 : -13	4	4	-14	-4	-0.5	-6	-2	-2	-10	-17
Cc1noc(C)c1S(=O)(=O)Nc1ccccc1OC(F)(F)F
 : 10	8	2	6	0	2.0	2	1	10	7	8
CCCCn1c(N)c(N(CCC(C)C)C(=O)COC(=O)c2cccnc2OCC)c(=O)[nH]c1=O
 : 0	6	2	11	-4	-1.3	6	1	1	4	8
COc1cc(/C=N/S(=O)(=O)CCc2ccccc2)ccc1O
 : -8	5	11	-4	-4	1.1	-5	-7	-1	-1	-5
O=C(N[C@@H](Cc1ccccc1)C(=O)NC1CCCCCC1)c1ccco1
 : -47	-135	-12	4	3	-2.1	-78	-14	-26	-143	-11
CCN(CC)S(=O)(=O)c1ccc(C(=O)N2CCc3ccccc32)cc1
 : 9	-14	10	-5	1	0.6	12	-9	-15	2	-12
CC1CC(C)CN(C(=O)c2nn(C)c3c2CSc2ccccc2-3)C1 (centres undefined)
 : -7	-1	-22	-2	-2	-2.6	-4	2	0	20	-3
O=C(CSc1nnc(-c2ccccn2)o1)Nc1ccc(F)cc1
 : -48	-169	4	33	0	-0.5	-40	-15	-67	-217	2
CC1CCN(c2ccc3nnc(CCC(=O)NC(C)C)n3n2)CC1
 : -3	-2	1	8	2	-0.4	-9	.	2	-3	-10
O=C(NNC1=NCCN1Cc1ccccc1)c1cccc(C(F)(F)F)c1
 : -30	12	4	9	-1	0.1	12	10	8	14	-1
c1ccc(CCn2cccc2)nc1
 : 6	4	15	17	.	6.9	-18	2	-23	-3	5
CCc1cc(=O)oc2c(C)c(O)c(CN(C)C)cc12
 : 0	3	0	1	5	-1.2	-9	4	3	8	8
CCC(C)c1ccc(NC(=O)C/C(C)=N/NC(=O)c2cnccn2)cc1 (centres undefined)
 : -5	3	-8	1	-1	0.8	-8	-2	8	12	-9
Cn1nccc1C(=O)Nc1cccc(C(F)(F)F)c1
 : 14	-5	-9	14	2	-0.1	0	-5	-10	2	-4
C=C(C)CCC1(C)NC(=O)N(c2ccccc2)N1 (centres undefined)
 : 1	5	6	-13	0	0.9	1	8	.	-13	8
COc1ccc(Nc2nc(=O)[nH]nc2C)cc1
 : -16	-5	-7	6	5	-2.7	7	4	-2	-4	-4
CCOC(=O)Nc1ccc(C(=O)NCC2CCCO2)cc1 (centres undefined)
 : -18	1	0	6	3	-1.6	1	-5	1	8	3
O=C(NCCC(c1ccccc1)c1ccccc1)c1ccc(Br)o1
 : -13	8	-9	5	-3	-1.3	43	-10	-5	14	-9
CC(=O)/C(=N\Nc1ccccc1)Sc1nncn1C
 : -14	-1	0	-6	-1	0.9	4	0	-6	7	-8
CCCCN(CC)C(=O)c1cc2c(=O)n3cccc(C)c3nc2s1
 : -23	-49	-2	-9	-2	-0.5	11	-5	-4	-41	0
O=c1nc2s/c(=C\c3ccco3)c(=O)n2nc1Cc1ccccc1
 : -30	21	-1	0	0	0.0	2	-8	-5	12	14
Cc1c(CCC(=O)N[C@@H](CC(C)C)C(=O)O)c(=O)oc2cc3oc4c(c3cc12)CCCC4
 : -10	65*	4	-18	-1	0.2	.	21	25	-59	-11
CC(C)(C)C1CCC(=NNC(=S)Nc2cccnc2)CC1 (centres undefined)
 : -20	13	6	-2	0	-0.1	-1	2	-13	13	-8
COc1ccc(CNC(=O)c2nnn(Cc3ccc(OC)cc3)c2N)cc1
 : -12	1	4	14	1	-1.2	-2	-1	-11	9	-3
C=CCN1CCN(C(=O)c2cc3c(s2)CCCC3)CC1
 : -24	-68	-9	8	0	-0.3	1	-6	-13	-60	0
CN1C(=O)c2cccc(NC(=O)CCc3ccccc3)c2C1=O
 : 8	-9	5	-20	-2	1.3	2	-12	-5	-38	-3
Fc1ccc(CNCc2ccco2)cc1
 : -17	7	15	-9	3	0.7	-3	-3	-3	6	0
COc1ccc(Nc2oc(-c3ccccc3)nc2C#N)cc1
 : -114	-206	-4	-2	-2	-0.1	-59	-15	-52	-162	-7
CCOc1cc(/C=C2\SC(=O)N(CC(=O)Nc3ccccc3F)C2=O)cc([N+](=O)[O-])c1O
 : -11	23	7	0	4	-0.5	11	0	10	22	6
CCc1ccc(NC(=O)c2cnc(SC)nc2C)cc1
 : -13	-96	3	-10	.	0.3	-10	-4	-23	-72	-11
O=C(NCCOc1ccccc1)C1CCC(=O)N(CCc2ccccn2)C1 (centres undefined)
 : 14	17	4	2	-1	0.0	-1	-4	19	2	17
CCOc1cc(-c2noc(CCC(=O)NCCc3ccccc3)n2)ccc1OC
 : -25	21	-2	15	2	0.2	-3	5	-7	11	12
C[C@]12CCC(=O)C=C1[C@H](O)C[C@@H]1[C@@H]2[C@@H](O)C[C@@]2(C)[C@H]1CC[C@]2(O)C(=O)CO
 : 20	24	7	31	3	0.5	-2	11	-2	-12	-2
O=C(Nc1ccc(S(=O)(=O)Nc2ncccn2)cc1)C(F)(F)F
 : -11	13	-19	3	4	-0.5	-3	11	4	6	10
O=C(CCS(=O)(=O)c1ccccc1)Nc1ccc(-c2nc3ccccc3s2)c(O)c1
 : -46	-127	3	-7	1	0.0	-48	-19	-36	-61	19
O=C1CSC(=Nc2cccc(Cl)c2Cl)N1
 : -9	-7	1	-10	2	-0.9	-4	2	-3	-16	2
Cc1ccnc(NC(=O)CCN2C(=O)c3ccccc3S2(=O)=O)n1
 : -34	-10	-9	2	.	-0.3	14	-3	3	-20	-1
Cc1ccccc1-n1c(=O)c2ccccc2n2c(=O)[nH]nc12
 : -7	14	0	-3	2	0.4	51	4	16	7	4
CC1CC2(C)Oc3ccccc3C3OCC1(CO)C(C)C32 (centres undefined)
 : 8	9	2	4	5	7.1	-5	7	9	6	-13
COc1ccc(C2(NC(C)=O)CCN(C(=O)c3ccco3)CC2)cc1
 : -13	13	4	0	-3	1.5	16	7	.	3	-13
CC(=O)Nc1ccc(NS(=O)(=O)Cc2ccccc2)cc1
 : -17	3	3	10	1	1.1	0	-5	-8	2	1
